Screening data (PubChem)
IDE act: IDE (human) activation, cell-based; P14735; HEK cells, FAbeta-B cleavage, fluorescence polarization; 0% vehicle, 100% cell-free pure enzyme wells; activation, % at 5.96 µM; actives 0.073% (n = 340,000);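 active means activation above the mean of all tested compounds plus 3 SD, set per screening campaign, cut at about 17% in these data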
Target sequence (P14735 whole entry, looked up): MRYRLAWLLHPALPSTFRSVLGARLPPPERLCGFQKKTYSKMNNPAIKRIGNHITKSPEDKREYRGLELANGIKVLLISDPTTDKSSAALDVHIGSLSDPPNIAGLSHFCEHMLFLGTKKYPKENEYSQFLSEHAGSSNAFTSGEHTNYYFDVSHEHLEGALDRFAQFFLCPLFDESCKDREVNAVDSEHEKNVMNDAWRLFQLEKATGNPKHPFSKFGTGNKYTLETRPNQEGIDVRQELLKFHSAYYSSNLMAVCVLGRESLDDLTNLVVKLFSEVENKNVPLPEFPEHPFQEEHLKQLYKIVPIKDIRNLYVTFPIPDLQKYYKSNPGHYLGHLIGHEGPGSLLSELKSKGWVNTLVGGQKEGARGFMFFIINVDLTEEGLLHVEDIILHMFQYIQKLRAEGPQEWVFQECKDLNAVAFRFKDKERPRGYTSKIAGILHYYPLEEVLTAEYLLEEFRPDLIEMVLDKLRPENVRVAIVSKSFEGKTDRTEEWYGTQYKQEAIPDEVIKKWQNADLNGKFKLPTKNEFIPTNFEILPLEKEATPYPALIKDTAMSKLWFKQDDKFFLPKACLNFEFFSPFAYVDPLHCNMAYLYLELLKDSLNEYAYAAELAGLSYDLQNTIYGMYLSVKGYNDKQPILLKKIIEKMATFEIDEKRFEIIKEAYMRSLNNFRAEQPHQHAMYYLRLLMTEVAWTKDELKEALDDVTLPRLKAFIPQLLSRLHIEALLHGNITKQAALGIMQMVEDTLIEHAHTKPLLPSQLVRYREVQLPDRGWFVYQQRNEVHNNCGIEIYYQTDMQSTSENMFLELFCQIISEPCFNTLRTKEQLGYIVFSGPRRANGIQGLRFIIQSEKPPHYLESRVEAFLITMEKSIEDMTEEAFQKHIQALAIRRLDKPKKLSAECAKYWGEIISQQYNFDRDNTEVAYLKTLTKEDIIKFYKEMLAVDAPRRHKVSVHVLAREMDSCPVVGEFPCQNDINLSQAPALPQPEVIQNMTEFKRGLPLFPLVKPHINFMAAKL
IDE cell inh: cellular human IDE inhibition | HEK cells, FAbetaB cleavage, fluorescence polarization | inhibition, % at 5.59 µM | actives 0.41% (n = 320,000) | AID 434962;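 active means percent inhibition above the average of all tested compounds plus 3 SD, set per screening campaign, cut at about 16% in these data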;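 further: IDE supplied by intact live HEK cells; FP after avidin binding of uncleaved biotin substrate so inhibition keeps polarization high; 0% = DMSO wells and 100% = 60 µM reference IDE inhibitor Ii1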
An asterisk follows results filed as active.

O=C(NN1C(=O)NC2(CCCCC2)C1=O)c1cccs1 was read as IDE act 1 and IDE cell inh 8.
For CCc1nnc(SCC(=O)Nc2ccc(NC(C)=O)cc2)n1-n1cccc1 the results were IDE act 2 and IDE cell inh 7.
`O=[N+]([O-])c1ccc(Cc2ccccn2)cc1` gave IDE act 5 and IDE cell inh 4.
Screening Cc1ccccc1N1CCN(C(=O)c2cc(C3CC3)nn2-c2ccccc2)CC1 returned IDE act -2 and IDE cell inh -1.
Screening CC1CCCCC1NC(=O)COC(=O)/C=C/c1ccco1 (stereo not given) returned IDE act -1 and IDE cell inh 1.
Screening CCOP(=O)(OCC)C(Nc1ccccc1)c1ccc2c(c1)OCO2 (stereo not given) returned IDE act 3 and IDE cell inh 5.
Screening CCCCc1nnc(NC(=O)CCN2C(=O)C3CC=CCC3C2=O)s1 (stereo not given) returned IDE act 2 and IDE cell inh -6.
Screening O=C(COC(=O)COc1ccccc1)NCc1ccco1 returned IDE act 7 and IDE cell inh 7.
Screening C[C@H](CO)N1C[C@H](C)[C@@H](CN(C)C(=O)Nc2ccc(C(F)(F)F)cc2)Oc2ccc(NC(=O)Nc3ccc4c(c3)OCO4)cc2C1=O returned IDE act 4 and IDE cell inh -2.
For CCOC(=O)N1CCN(C(=O)CNC(=O)c2ccc(Cl)cc2Cl)CC1 the results were IDE act 1 and IDE cell inh -1.
For O=C(CSc1nnc(-c2ccco2)n1-c1ccccc1)Nc1c(Cl)cc(Cl)cc1C(=O)O the results were IDE act 2 and IDE cell inh -1.
Screening O=C(COC(=O)COc1ccccc1)Nc1cccnc1Cl returned IDE act 1 and IDE cell inh 1.
For Cc1c(C(=O)Nc2nnc(C3CC3)s2)oc2c(Cl)cccc12 the results were IDE act -4 and IDE cell inh 7.
`CN(CC(=O)Nc1ccc(N2CCOCC2)cc1)C(=O)CCNC(=O)c1ccccc1Cl` gave IDE act -2 and IDE cell inh 4.
O=C(NCCN1C(=O)S/C(=C\c2ccc(OC(F)F)cc2)C1=O)C1=COCCO1 was read as IDE act -2 and IDE cell inh 4.
Screening C=CCC[C@@H](Cc1ccc(F)cc1)C(=O)OC[C@@H](NC(=O)[C@H](CC=C)CC(=O)NCCO)C(C)(C)C returned IDE act -6 and IDE cell inh 4.
Cc1ccc(-c2nn(-c3ccc(F)cc3)cc2C(=O)N2CCN(C3CCS(=O)(=O)C3)CC2)cc1 (stereo not given) was read as IDE act 3 and IDE cell inh 0.
Screening CCOC(=O)C1=C(COC(=O)/C=C/c2ccc(SC)cc2)NC(=O)NC1C (stereo not given) returned IDE act -2 and IDE cell inh 6.
Screening COc1ccc(Cc2nnc(SCC(=O)N(C)CC(=O)Nc3ccc(C)cc3)o2)cc1 returned IDE act 2 and IDE cell inh -1.
Cc1noc(C)c1CCC(=O)Nc1c(C(C)C)cccc1C(C)C was read as IDE act -2 and IDE cell inh -5.
Screening CN(CC(=O)Nc1cccc(S(=O)(=O)NC2=NCCC2)c1)Cc1cccc(F)c1 returned IDE act 4 and IDE cell inh 6.
Cc1ccc(NC(=O)CC2OC(=O)c3ccccc32)cc1S(=O)(=O)N1CCCCCC1 (stereo not given) was read as IDE act 7 and IDE cell inh -2.
`Cc1nn2c(=O)cc(COC(=O)c3c(F)cccc3Cl)nc2s1` gave IDE act 1 and IDE cell inh -3.
For Cc1ccc(NC(=O)CNc2cccc(S(=O)(=O)N3CCCC3)c2)cc1F the results were IDE act -1 and IDE cell inh 6.
Screening CCOc1ccc(C=NNc2ccc(S(=O)(=O)Nc3ccccc3C(=O)O)cc2[N+](=O)[O-])cc1OC returned IDE act 3 and IDE cell inh 1.
`O=C(Nc1ccc(N2CCCCC2)cc1)c1cc(S(=O)(=O)N2CCOCC2)ccc1F` gave IDE act 3 and IDE cell inh 2.
Screening CCN(C(=O)COC(=O)c1nc(Cl)ccc1Cl)C1CCS(=O)(=O)C1 (stereo not given) returned IDE act 3 and IDE cell inh -2.
Cc1cc(C(=O)Nc2cccc3c2O[C@H](CN(C)CC2CC2)[C@@H](C)CN([C@H](C)CO)C3=O)n(C)n1 was read as IDE act 4 and IDE cell inh 0.
COc1ccccc1C(=O)NCCC(=O)NC1CCCC(C)C1C (stereo not given) was read as IDE act 5 and IDE cell inh -5.
Screening CCN1CCN(c2ccc(S(=O)(=O)N3CCOCC3)cc2NC(=O)/C=C/c2ccc(C)cc2)CC1 returned IDE act -2 and IDE cell inh 4.
`COc1ccc(S(=O)(=O)NCc2ccccn2)cc1NC(=O)c1ccccc1C` gave IDE act -1 and IDE cell inh -4.
For CN(Cc1c(F)cccc1Cl)C(=O)CNC(=O)c1sc2ccccc2c1Cl the results were IDE act 10 and IDE cell inh 1.
COc1ccccc1CNC(=O)COC(=O)c1cc(=O)[nH]c2ccccc12 was read as IDE act 4 and IDE cell inh -1.
For Cc1ccc(NC(=O)Cc2ccc(Cl)cc2)cc1S(=O)(=O)N1CCCCCC1 the results were IDE act 6 and IDE cell inh 0.
`OCC[C@H]1C[C@@H](O)[C@H](O)[C@@]2(Cc3ccccc3CCO2)O1` gave IDE act 0 and IDE cell inh 2.
For COc1ccc(/C=C/C(=O)OCC(=O)NC2CCCC2)cc1OC the results were IDE act -1 and IDE cell inh 1.
For COc1ccccc1C(CNC(=O)c1ccc(NS(=O)(=O)c2ccc(F)c(C)c2)cc1)N1CCCC1 (stereo not given) the results were IDE act 2 and IDE cell inh 6.
`O=C(OCc1nnc(-c2ccccc2Br)o1)c1ccco1` gave IDE act 2 and IDE cell inh -2.
COC(=O)NN1C(=O)C(c2ccccc2)=C(c2ccc(Cl)cc2)C1=O was read as IDE act -3 and IDE cell inh 1.
CC(C)CN(C(=O)CSc1nnc(-c2cccs2)n1N)c1c(N)n(Cc2ccccc2)c(=O)[nH]c1=O was read as IDE act 1 and IDE cell inh 5.
`Cc1ccc(S(=O)(=O)NCCC(=O)NCCc2ccc(S(N)(=O)=O)cc2)cc1C` gave IDE act 2 and IDE cell inh -1.
For COc1cccc(NC(=O)COC(=O)CCC(=O)c2cccs2)c1 the results were IDE act 2 and IDE cell inh -7.
Screening C=CC[C@H](CC(=O)N(CCO)Cc1ccccc1)C(=O)N[C@@H](C)COC(=O)[C@@H](CC=C)Cc1ccc(F)cc1 returned IDE act -1 and IDE cell inh -1.
For CCN(C[C@H]1N[C@@](CC)(C(=O)OC)[C@H]2C(=O)N(Cc3ccccc3)C(=O)[C@@H]12)S(=O)(=O)c1ccc(OC)cc1 the results were IDE act -1 and IDE cell inh 3.
For Cc1nnc2ccc(-c3cccc(NS(=O)(=O)c4ccccc4[N+](=O)[O-])c3)nn12 the results were IDE act 0 and IDE cell inh 2.
Screening Cc1ccc(C(=O)CCC(=O)OCc2nnc(-c3ccccc3)o2)cc1 returned IDE act 5 and IDE cell inh 3.
`Cc1ccc(C(=O)OCc2cc(=O)n3c(C)csc3n2)s1` gave IDE act -2 and IDE cell inh -2.
Screening COc1ccc(CCC(=O)N2CCN(S(=O)(=O)c3cccc(Cl)c3)CC2)cc1 returned IDE act 2 and IDE cell inh 1.
`CN(CC(=O)Nc1ccc(F)cc1)C(=O)COC(=O)CSc1ccc(F)cc1` gave IDE act 1 and IDE cell inh 0.
For O=C1CCN(Cc2ccccc2)C=C1c1ccc(Br)cc1 the results were IDE act -3 and IDE cell inh -1.
Screening CC12CCC(=O)N1C(C(=O)Nc1nnc(SCc3ccccc3)s1)CS2 (stereo not given) returned IDE act 0 and IDE cell inh 2.
`NS(=O)(=O)c1ccc(NC(=O)CSc2nc3ccccc3c(=O)n2Cc2ccncc2)cc1` gave IDE act 4 and IDE cell inh -1.
Screening O=c1c2ccccc2nc(-c2ccccc2)n1O returned IDE act -1 and IDE cell inh 9.
`CCC(=O)c1ccc(OCC(=O)OCC(=O)c2cc(C)n(C3CC3)c2C)cc1` gave IDE act -2 and IDE cell inh 0.
COc1cc(C(=O)NN2C(=O)NC3(CCC(C)CC3)C2=O)ccc1OC(F)F (stereo not given) was read as IDE act 5 and IDE cell inh 2.
For Cc1cc(=O)oc2cc(OCC(=O)OC(C)C(=O)Nc3ccc(S(N)(=O)=O)cc3)ccc12 (stereo not given) the results were IDE act 2 and IDE cell inh 4.
For CC1C(=O)N2CCCc3cc(NC(=O)C(=O)NCc4ccc5c(c4)OCO5)cc1c32 (stereo not given) the results were IDE act 3 and IDE cell inh -4.
CSCCC(NC(=O)c1ccccc1Cl)C(=O)NCC(c1ccco1)N1CCCCC1 (stereo not given) was read as IDE act 3 and IDE cell inh 2.
Screening COC(=O)[C@H]1[C@@H](C)N(Cc2ccccc2)C(=O)N[C@H]1c1cccc(C(F)(F)F)c1 returned IDE act -4 and IDE cell inh 0.
For Cc1ccccc1C(=O)NCC(=O)OCC(=O)NC(C)C1CC2CCC1C2 (stereo not given) the results were IDE act 3 and IDE cell inh 1.

In the list so far, these have a thiophene ring, fused or not:
O=C(NN1C(=O)NC2(CCCCC2)C1=O)c1cccs1 was read as IDE act 1 and IDE cell inh 8.
For CN(Cc1c(F)cccc1Cl)C(=O)CNC(=O)c1sc2ccccc2c1Cl the results were IDE act 10 and IDE cell inh 1.
CC(C)CN(C(=O)CSc1nnc(-c2cccs2)n1N)c1c(N)n(Cc2ccccc2)c(=O)[nH]c1=O was read as IDE act 1 and IDE cell inh 5.
For COc1cccc(NC(=O)COC(=O)CCC(=O)c2cccs2)c1 the results were IDE act 2 and IDE cell inh -7.
`Cc1ccc(C(=O)OCc2cc(=O)n3c(C)csc3n2)s1` gave IDE act -2 and IDE cell inh -2.

(next part)
For COc1ccccc1CCC(=O)OCC(=O)Nc1c(C)nn(-c2ccccc2)c1C the results were IDE act -3 and IDE cell inh 6.
CS(=O)(=O)c1ccc(C2=C(c3ccccc3)C(=O)OC2)cc1 was read as IDE act 2 and IDE cell inh -1.
For CCc1ccc(OCC(=O)NNC(=O)c2cc(S(=O)(=O)N(C)C)ccc2N2CCCC2)cc1 the results were IDE act 2 and IDE cell inh 0.
Cc1ccc(CONC(=O)c2ccc([N+](=O)[O-])cc2)cc1 was read as IDE act 4 and IDE cell inh 1.
`COc1ccc(C(=O)NC(=S)NC(C)c2ccccc2)cc1` (stereo not given) gave IDE act 4 and IDE cell inh -4.
Screening O=C(c1ccc([N+](=O)[O-])o1)N1CCN(c2nc3c(F)cc(F)cc3s2)CC1 returned IDE act 5 and IDE cell inh 5.
`Cc1ccc(NC(=O)C=NOCC(=O)Nc2cc(C)cc(C)c2)cc1` gave IDE act 0 and IDE cell inh 3.
CSc1ccc(S(=O)(=O)NCC(=O)OC(C)C(=O)NCc2ccccc2)cc1[N+](=O)[O-] (stereo not given) was read as IDE act 3 and IDE cell inh 1.
Screening Cc1ccc(C(=O)Nc2cccc(S(=O)(=O)N(C)c3ccccc3)c2)o1 returned IDE act 1 and IDE cell inh -3.
For Cc1nc2ccc(NC(=O)c3oc4ccc(F)cc4c3C)cc2s1 the results were IDE act -1 and IDE cell inh 9.
COc1ccc(S(=O)(=O)N2CCN(C(=O)C3COc4ccccc4O3)CC2)cc1 (stereo not given) was read as IDE act -1 and IDE cell inh 1.
`CCOC(=O)N(Cc1ccccc1)Cc1ccc(C(=O)N[C@@H](Cc2ccccc2)C(=O)O)cc1` gave IDE act 7 and IDE cell inh -9.
For CC(OC(=O)CC1CCCC1)C(=O)Nc1ccc(Cl)cn1 (stereo not given) the results were IDE act 0 and IDE cell inh 4.
For CS(=O)(=O)c1ccc(Cl)c(NC(=O)COC(=O)CNC(=O)c2cccs2)c1 the results were IDE act 4 and IDE cell inh 4.
For N#Cc1ccc(OCC(=O)N2CCc3ccccc32)cc1 the results were IDE act 3 and IDE cell inh 2.

Random excerpt: five records from the list, in no set order.
For Cc1nnc2ccc(-c3cccc(NS(=O)(=O)c4ccccc4[N+](=O)[O-])c3)nn12 the results were IDE act 0 and IDE cell inh 2.
For Cc1ccccc1C(=O)NCC(=O)OCC(=O)NC(C)C1CC2CCC1C2 (stereo not given) the results were IDE act 3 and IDE cell inh 1.
Screening CC1CCCCC1NC(=O)COC(=O)/C=C/c1ccco1 (stereo not given) returned IDE act -1 and IDE cell inh 1.
CSCCC(NC(=O)c1ccccc1Cl)C(=O)NCC(c1ccco1)N1CCCCC1 (stereo not given) was read as IDE act 3 and IDE cell inh 2.
O=C(NCCN1C(=O)S/C(=C\c2ccc(OC(F)F)cc2)C1=O)C1=COCCO1 was read as IDE act -2 and IDE cell inh 4.

Next section:
COc1ccc(NC(=O)c2ccc(NC(=O)CN3CCN(c4ccccc4)CC3)cc2)cc1 was read as IDE act 0 and IDE cell inh 1.
CC[C@H](C)C(N)c1cn(C(CCCN=C(N)N)C(=O)N2CCNCC2)nn1 (stereo not given in full) was read as IDE act 6 and IDE cell inh -3.
`CC(OC(=O)CCN=C1NS(=O)(=O)c2ccccc21)C(=O)NCc1ccccc1` (stereo not given) gave IDE act 0 and IDE cell inh 1.
Screening COc1ccccc1-c1nc(-c2ccc(C(=O)O)cc2)no1 returned IDE act 0 and IDE cell inh 1.
Cc1cccc(C(=O)NCCC(=O)NCc2ccccc2F)c1 was read as IDE act 4 and IDE cell inh -1.
`C[C@H](CO)N1C[C@H](C)[C@@H](CN(C)Cc2ccccc2)Oc2c(NC(=O)C3CC3)cccc2C1=O` gave IDE act 5 and IDE cell inh 0.
O=C(O)C(c1ccccc1)c1ccccc1 was read as IDE act 3 and IDE cell inh 5.
CCOC(=O)C1=C(COC(=O)c2ccc([N+](=O)[O-])s2)NC(=O)NC1C (stereo not given) was read as IDE act 0 and IDE cell inh 0.
CN(CC(=O)Nc1ccc(N2CCOCC2)cc1)C(=O)C12CC3CC(CC(C3)C1)C2 was read as IDE act 7 and IDE cell inh 0.

Only part of the results is shown. The share of hits here may be higher or lower than overall.
